Bioassay records (PubChem)
AID2073 = disruptors of CaV2.2 binding to Mint1 – biochemical, HTRF (AID 2073); one-dose inhibition, % at 20 µM; IC50 in µM for titrated hits; 290,000 tested, 0.19% active; HTRF protein-protein interaction, Mint1-CaV2.2; higher % means a stronger effect; in the data active = inhibition mostly above about 51%, no sharp cut-off; inconclusive = no clear call, values can overlap the other calls; inactive = mostly below about 53%; also: some results filed as inactive read as strong as hits
NOD2 inhibition = NOD2 signaling inhibitors, cell-based, luminescence, uHTS, HEK293 (AID 1566); inhibition, % at 4 µM; hits with a dose series show EC50 in µM; HEK293 NOD2/NF-kB luciferase reporter, luminescence; higher % means a stronger effect; 290,000 tested, 0.63% active; also: many of its hits are not listed in these tables
LYP phosphatase = PTPN22 lymphoid phosphatase activity blockers – biochemical, fluorescence intensity, uHTS (AID 1779); recombinant LYP phosphatase, fluorescence intensity; higher % means a stronger effect; one-dose inhibition, % at 11.5 µM; IC50 in µM for titrated hits; 290,000 tested, 0.054% active;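 also: plate controls were vehicle with enzyme for no effect and no enzyme for full effect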
NS5 inhibitors = Dengue-2 NS5 methyltransferase inhibitors, primary screen, biochemical, confirmation dose response (AID 588689) | Dengue-2 NS5 methyltransferase capping enzyme assay, biochemical; higher % means a stronger effect | one-dose inhibition, % at 25 µM; IC50 in µM for titrated hits | 340,000 tested, 0.3% active; in the data active = a potency from the dose series; inconclusive = inhibition above about 29% without an active follow-up result
HIV fusion peptide = inhibitors of HIV fusion peptide binding, primary screen, biochemical, uHTS, fluorescence dequenching (AID 1986) | cell-free peptide binding, fluorescence dequenching, 30 min; higher % means a stronger effect | inhibition, % at 20 µM, or IC50 in µM where a hit was titrated | 290,000 tested, 0.3% active; in the data active = inhibition mostly above about 52%, no sharp cut-off; inactive = mostly below about 76%; also: some results filed as inactive read as strong as hits
Siah-1 displacement = Siah-1 peptide-binding antagonists, primary screen, biochemical, fluorescence polarization, rhodamine-plectin, uHTS (AID 1817) | Siah-1 / rhodamine-plectin peptide fluorescence polarization; higher % means a stronger effect | displacement, % at 20 µM; hits with a dose series show IC50 in µM | 290,000 tested, 0.02% active;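 active = displacement of at least 50% at 20 µM, with a fluorescence ratio check between 0.3 and a set limit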;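 also: plate controls were Siah plus tracer with DMSO for no effect and tracer alone without Siah for full effect; strong numbers were not always called active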
Myeloid diff 2 = promotes myeloid progenitor differentiation; ER-HoxA9 myeloid progenitors, lysozyme-GFP differentiation, flow cytometry; calls only at 10 µM; 360,000 tested, 1% active; AID 624256;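 active = normalized GFP-positive differentiation at or above the plate's own cutoff, the solvent-only control mean plus 3 SD; inconclusive = no clear call, values can overlap the other calls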;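 also: cells exposed to compound for four days before flow analysis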
Lipid droplet = hepatic lipid droplet formation modulation | inhibition, % at 6.5 µM | AID 1656 | AML12 mouse hepatocytes, oleate lipid droplets, BODIPY imaging | 240,000 tested, 0.4% active;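 active = lipid droplet intensity inhibited by at least 50%, with more than 500 cells counted; inconclusive = wells with under 300 cells, treated as cytotoxic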
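Material – mouse AML12 hepatocyte cell line, fixed after treatment · Compound dosing – one dose, 6.5 µM compound · Times – compound with oleate, overnight · Measured by – Image-based BODIPY and DAPI two-channel analysis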
XIAP displacement = XIAP antagonists, biochemical, IAP family, fluorescence polarization (AID 1018). XIAP BIR domain, fluorescence polarization peptide displacement; higher % means a stronger effect. displacement, % at 20 µM, or IC50 in µM where a hit was titrated. 200,000 tested, 0.007% active; in the data active = displacement above about 50%; also: a part of the inactive calls stands beside numbers as strong as those of hits
Lipid droplet cells 6.5 µM = further read-out of Lipid droplet, marked with its call; cell count; measured here: cell count, cytotoxicity flag;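 cells counted across two imaged fields per well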
NS5 inhibitors pilot replicate = second read-out of NS5 inhibitors, no call of its own (marks repeat the call); inhibition, %; measured here: pilot screen replicate inhibition
Myeloid diff 2 GFP+ MAC1+ % = further read-out of Myeloid diff 2, marked with its call; GFP+ MAC1+ double positive, %; measured here: differentiation confirmed by MAC1 staining
Active calls of the source: *; i = inactive; ? = inconclusive; . = not tested or not shown. Rule as the data show it, unless noted: active = inhibition above about 50%; inactive = the rest.

SMILES | AID2073 | NOD2 inhibition | LYP phosphatase | NS5 inhibitors | HIV fusion peptide | Siah-1 displacement | Myeloid diff 2 | Myeloid diff 2 GFP+ MAC1+ % | Lipid droplet | Lipid droplet cells 6.5 µM | XIAP displacement | others
C[n+]1ccn(CC(=O)c2cc(C(C)(C)C)c(O)c(C(C)(C)C)c2)c1 | -6% | 1% | -7% | -2% | 1.1% | -6% | i | 1.2 | 19 | 787 | .
COc1ccc(Br)cc1C1Nc2cccc3cccc(c23)N1 | 36% | -1% | 2% | 3% | 36% | 30% | i | 0.3 | -2 | 839 | .
CCN(Cc1nc(-c2ccccc2)no1)C(=O)c1ccoc1C | -1% | 8% | -7% | -3% | 0.3% | 4% | i | 0.4 | -5 | 802 | .
COC(=O)c1sccc1-c1ccc(/C=N/OC(=O)c2cccs2)o1 | 4% | -9% | 2% | -1% | 1.4% | 6% | i | 0.3 | 4 | 735 | .
Cc1ccccc1-c1nnc(SCc2ccccc2)o1 | -9% | -59% | -9% | -3% | 1.2% | 3% | i | 0.6 | -16 | 731 | 0.2%
CCSCc1nnc(SCC(=O)Nc2ccc(F)cc2)n1CC | -9% | 10% | -6% | -8% | -1.9% | -4% | i | 0.3 | 2 | 792 | -6.4%
CCCc1cc(C(=O)Nc2ccc(OC)cc2[N+](=O)[O-])cs1 | 1% | 8% | -7% | -5% | 0.7% | 1% | i | 3.1 | -5 | 811 | .
O=S(=O)(c1cccc2cccnc12)N(CCO)CCO | 2% | -2% | -7% | 1% | -0.4% | -3% | i | 1.4 | . | . | -3.7%
CCc1cccc(NC2c3ccccc3C(=O)N2c2ccc(C)cn2)c1 (configuration not stated) | -2% | 11% | -6% | 3% | -2.0% | -2% | i | 3.7 | . | . | -2.3%
CN(C(=O)COC(=O)c1ccc([N+](=O)[O-])cc1)c1ccccc1 | -4% | 22% | -5% | -1% | -0.4% | 5% | i | 0.8 | -1 | 680 | -1.5%
NC(=O)c1ccc(NC(=O)CCNC(=O)c2ccco2)cc1 | -7% | 14% | -2% | -2% | -1.6% | 0% | i | 0.4 | 14 | 721 | .
CCOC(=O)N1CCN(C(=O)c2ccc3c(=O)n(-c4ccc(OC)cc4OC)c(=S)[nH]c3c2)CC1 | -12% | 2% | 2% | -9% | -2.7% | 0% | i | 0.7 | . | . | -22%
CCCCCC(=O)Nc1cccc(C2=NOC3(C2)C[C@@H](C(N)=O)N(C(=O)C2(C)CC2)C3)c1 (some centres not stated) | 11% | 15% | 2% | -6% | 0.9% | 8% | i | 1.3 | 7 | 619 | .
Cc1cccc(C(=O)NC(=S)N2CCc3ccccc3C2)c1 | -11% | 1% | 1% | -4% | -1.8% | 4% | i | 0.2 | . | . | -5.8%
COCCN(C(=O)Nc1ccccc1)C(C)c1cccnc1 (configuration not stated) | 7% | 14% | -6% | -6% | 3.6% | -3% | i | 1.4 | . | . | -4.0%
CCOC(=O)C1CCN(S(=O)(=O)c2c(C)[nH]c(C)c2C(=O)N2CCCCC2)CC1 | 2% | -3% | -9% | 3% | -0.9% | 4% | i | 0.3 | 0 | 733 | .
Cc1nc2ccccc2nc1OCC(=O)NCC(F)(F)F | 5% | 8% | -5% | -1% | -0.4% | 0% | i | 0.7 | -1 | 625 | -4.6%
O=C(Nc1cccc(Cl)c1)OCc1cncs1 | 12% | 0% | -2% | -4% | 0.3% | 3% | i | 0.6 | . | . | -6.2%
O=C(Nc1ccc(F)cc1)c1cccnc1N1CCOCC1 | 1% | 7% | -5% | 8% | -0.8% | -1% | i | 2.0 | 3 | 784 | -3.9%
O=C1NC2c3ccccc3CC2O1 (configuration not stated) | 6% | -4% | -7% | 2% | -0.9% | 3% | i | 1.0 | 6 | 779 | .
CC1CCCN(S(=O)(=O)c2ccc(S(=O)(=O)NC(C)c3cccs3)cc2)C1 (configuration not stated) | -1% | -26% | -2% | -3% | -3.6% | -2% | i | 1.4 | 8 | 798 | -2.7%
CC1(C)Cc2c(C#N)c(N3CCOCC3)nc(Cc3ccccc3)c2CO1 | -4% | 18% | -4% | -3% | 1.1% | -1% | i | 1.7 | . | . | -4.3%
Cc1cc(-c2nc3ncccc3o2)ccc1NC(=S)NC(=O)c1ccco1 | 20% | 0% | -11% | -11% | 1.4% | 3% | i | 0.5 | -5 | 702 | -1.7%
CCOC(=O)c1sc(Nc2nc3ccc(OC)cc3s2)cc1C | 16% | -5% | 5% | -1% | 7.3% | -3% | i | 0.3 | 16 | 599 | -6.3%
Cc1cc(-c2ccccc2C(=O)Nc2ccccc2O)on1 | ? | 14% | -5% | -1% | 0.6% | 14% | i | 0.7 | -11 | 650 | .
COc1ccc(-c2ocnc2C(=O)N2CCN(C(c3ccccc3)c3ccccc3)CC2)cc1 | 4% | 8% | 3% | 3% | -0.4% | 0% | i | 0.1 | -3 | 761 | -13%
COc1ccccc1NC(=O)COc1ccc(C(=O)OCC(=O)N2CCCC2=O)cc1OC | 19% | -1% | -4% | -8% | -1.0% | 2% | i | 0.4 | . | . | -8.5%
O=C(NCCCn1ccnc1)c1cc(C2CC2)on1 | 1% | -4% | 1% | -3% | -2.6% | -3% | i | 2.0 | -2 | 678 | -4.6%
O=C(CN(Cc1ccccc1F)C(=O)c1csnn1)NC1CCCCC1 | 16% | -1% | -8% | -9% | 1.1% | 8% | i | 1.3 | -6 | 691 | .
CNc1sc(C(=O)c2ccccc2F)c(N)c1-c1nc2ccccc2s1 | -17% | -17% | -1% | -1% | -1.0% | -4% | i | 1.9 | 8 | 749 | 4.3%
Cn1ncc(Br)c1C(=O)N/N=C/c1ccc(OS(=O)(=O)c2ccccc2)cc1 | 0% | 3% | 0% | 2% | -1.5% | -5% | i | 0.8 | -5 | 726 | -2.0%
CNCc1ccc(OCc2ccccc2)c(OC)c1 | 7% | 4% | -4% | -13% | -0.3% | 3% | i | 2.3 | 20 | 670 | -2.9%
COC(=O)C1CCN(C(=O)COC(=O)Cn2cnnn2)CC1 | -3% | 0% | -5% | . | -0.8% | 1% | . | . | . | . | -13%
O=C1OCCC1Sc1nnc(-c2ccc3c(c2)OCO3)n1-c1ccccc1 (configuration not stated) | -7% | -22% | -1% | 2% | 0.3% | -1% | i | 1.1 | . | . | -11%
COc1ccc(Cl)cc1NC(=O)Nc1ccc(C(=O)N2CCCC2)cc1 | 11% | -1% | -4% | -4% | 0.9% | -3% | i | 6.0 | 56* | 813* | .
COc1cccc(/C=N/Nc2ncnc(N)c2[N+](=O)[O-])c1OC | 3% | -39% | 4% | -1% | 0.7% | 7% | i | 0.8 | 8 | 794 | -8.5% | NS5 inhibitors pilot replicate=5.1
CCOC(=O)CSc1nc2cc(C(=O)NCc3ccco3)ccc2c(=O)n1-c1ccc(F)cc1 | 16% | -61% | -2% | 3% | -1.0% | -4% | i | 6.2 | 11 | 551 | -8.3%
COCCN(CCOC)c1ncnc2c1cnn2-c1ccc(Cl)cc1 | 4% | -19% | -3% | 6% | 0.3% | -1% | i | 7.2 | -9 | 620 | -1.7%
O=[N+]([O-])c1ccc(Cl)c(CN2CCSCC2)c1 | 36% | 5% | -10% | -4% | 1.7% | 7% | i | 0.4 | -2 | 651 | -0.2%
CC(C)(C)c1cc(NC(=O)CSc2nncs2)n(-c2ccccc2)n1 | 1% | 1% | -5% | -4% | 2.8% | 4% | i | 0.6 | -2 | 588 | -4.3%
CC(C)NC(=O)c1noc2cc([N+](=O)[O-])ccc12 | 3% | 7% | -6% | -4% | -0.8% | -3% | i | 1.3 | . | . | 0.3%
Oc1c(Cl)cc(Cl)cc1C(C#Cc1ccccc1)N1CCOCC1 (configuration not stated) | 3% | 20% | -6% | 1% | 3.6% | 17% | . | . | 17 | 717 | 1.4%
CCCCNC(=O)COC(=O)c1ccc(F)cc1Cl | -5% | -3% | -14% | -14% | -0.2% | -4% | i | 0.6 | -14 | 725 | -9.8%
COc1ccc(OCCN(C)Cc2c(O)ccc3ccccc23)cc1 | -8% | 2% | -2% | 20% | -1.1% | 1% | i | 0.3 | -2 | 776 | .
O=C(c1ccccc1)c1cccn1CC(=O)N1CCN(c2ccccc2)CC1 | -8% | -10% | -7% | -10% | -0.2% | 1% | i | 1.1 | . | . | -7.6%
Cc1noc(NS(=O)(=O)c2ccc(NC(=O)CSc3nc4c(cc3C#N)CCC4)cc2)c1C | 9% | 3% | -1% | -6% | 3.7% | 4% | i | 2.7 | -34 | 556 | -3.3%
Cc1ccc(C(=O)N/C(=C\c2ccc(Cl)cc2)C(=O)NCCCN2CCOCC2)cc1 | 2% | 24% | -2% | -6% | 0.2% | 2% | i | 0.4 | 2 | 682 | -4.9%
CCN(CC)S(=O)(=O)c1ccc(N2CCN(CCOc3ccc(OC)cc3)CC2)nc1 | 1% | 1% | -12% | -9% | -3.2% | -5% | i | 0.5 | -8 | 819 | .
Cc1cccc(N2C(=O)CC(Sc3nc(-c4ccccc4)c4cc(Cl)ccc4n3)C2=O)c1 (configuration not stated) | 24% | 1% | -1% | -8% | -1.1% | 5% | i | 0.7 | . | . | 1.7%
CC(=O)N1c2ccc(S(=O)(=O)NCC3CCC(C(=O)NCc4ccco4)CC3)cc2CC1C (configuration not stated) | 2% | 3% | -1% | -4% | -0.5% | 6% | i | 2.5 | 20 | 654 | .
Cc1ccc(Nc2nc(-c3ccc(C)cc3)c(CC(=O)O)s2)cc1 | 14% | 7% | 4% | -10% | 10% | -7% | ? | . | 33 | 669 | -4.0%
C=CCN(CC=C)CC(O)CN(c1cc([N+](=O)[O-])ccc1OC)S(=O)(=O)c1ccccc1 (configuration not stated) | -17% | -17% | 3% | -6% | -1.2% | -6% | i | 0.7 | -58 | 680 | -10%
Cc1cc([N+](=O)[O-])ccc1NC(=O)c1cncc(Br)c1 | 2% | 15% | 2% | -5% | 1.2% | 4% | i | 0.2 | -8 | 644 | -0.9%

Reprinted at random: three records from the list
SMILES | AID2073 | NOD2 inhibition | LYP phosphatase | NS5 inhibitors | HIV fusion peptide | Siah-1 displacement | Myeloid diff 2 | Myeloid diff 2 GFP+ MAC1+ % | Lipid droplet | Lipid droplet cells 6.5 µM | XIAP displacement | others
CCOC(=O)CSc1nc2cc(C(=O)NCc3ccco3)ccc2c(=O)n1-c1ccc(F)cc1 | 16% | -61% | -2% | 3% | -1.0% | -4% | i | 6.2 | 11 | 551 | -8.3%
CC1(C)Cc2c(C#N)c(N3CCOCC3)nc(Cc3ccccc3)c2CO1 | -4% | 18% | -4% | -3% | 1.1% | -1% | i | 1.7 | . | . | -4.3%
COc1ccc(OCCN(C)Cc2c(O)ccc3ccccc23)cc1 | -8% | 2% | -2% | 20% | -1.1% | 1% | i | 0.3 | -2 | 776 | .

Only part of the results is shown; the hit share may differ from the screen's.
